# Screening results as filed in PubChem.
# KB-V1 MDR tox: qHTS assay for MDR1-selective chemotherapeutics: Primary screen using the drug-selected MDR subline cells KB-V1; KB-V1 MDR cells viability, CellTiter-Glo, 72 h; Potency, µM (highest dose often 46.1 µM), for the others: at the highest dose activity change, negative = cytotoxicity, actives largely listed as cytotoxic; hit rate 3.4% among 400,000; further: on the % scale 0 is the no-effect control and ±100 the full control effect; nearly all actives have a fitted effect of over 60% in size
#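 Cells of the MDR subline KB-V1 are plated, dosed with compound at multiple concentrations, and incubated 72 h at 37 degrees C; CellTiter-Glo is then added and luminescence read after 10 min.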
# GLP1R inv ag: qHTS of GLP-1 Receptor Inverse Agonists (Inhibition Mode). Glucagon-like peptide 1 receptor (Homo sapiens), P43220. HEK293 GLP-1R CRE-luciferase, luminescence, 24 h; GLP-1R form is constitutively active. AID 624417, 2012. Potency, µM (titrated, usually from 38.3 µM), for the others: at the highest dose activity change, negative = inhibition, hits mostly inhibitors. hit rate 1.6% among 410,000; further: on the % scale 0 is the no-effect control and ±100 the full control effect; nearly all actives have a fitted effect of over 55% in size
# Target sequence (P43220 whole entry, looked up): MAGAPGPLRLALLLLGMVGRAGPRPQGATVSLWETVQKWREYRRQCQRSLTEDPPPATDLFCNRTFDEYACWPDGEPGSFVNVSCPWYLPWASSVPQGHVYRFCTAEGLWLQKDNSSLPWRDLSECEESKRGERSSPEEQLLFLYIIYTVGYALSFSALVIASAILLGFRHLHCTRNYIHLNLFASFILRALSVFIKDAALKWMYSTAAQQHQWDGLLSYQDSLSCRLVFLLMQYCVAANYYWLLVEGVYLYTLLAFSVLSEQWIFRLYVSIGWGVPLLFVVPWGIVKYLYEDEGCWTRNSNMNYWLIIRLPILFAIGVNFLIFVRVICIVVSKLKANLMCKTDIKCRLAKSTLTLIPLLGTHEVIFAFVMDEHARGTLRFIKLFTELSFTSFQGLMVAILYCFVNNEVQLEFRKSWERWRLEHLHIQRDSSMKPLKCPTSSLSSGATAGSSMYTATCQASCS
#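 GLP-1R inverse agonism mode: basal reporter luminescence in engineered HEK293 cells measured after one day of compound exposure at 37 deg C, with a 12 min room-temperature detection step.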
# HT1080NT lethal: qHTS for induction of synthetic lethality in tumor cells producing 2HG: qHTS for the HT-1080-NT fibrosarcoma cell line; hit rate 1.6% among 360,000; HT-1080-NT fibrosarcoma viability, CellTiter-Glo ATP luminescence, 48 h; Potency, µM (doses to about 46.1 µM), for the others: top-dose activity, negative = less viability, usual class: cytotoxic;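 further: NT is the 2HG producing partner of a matched IDH1 knockdown line; 0% = DMSO-treated cells and -100% = media-only wells without cells; nearly all actives have a fitted effect of over 55% in size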
#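 A 48-hour cytotoxicity screen used HT-1080-NT cells plated 2 hours before compound delivery. ATP-based CellTiter-Glo luminescence measured viability, normalized to DMSO and no-cell controls.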
# KB-3-1 cytotox: qHTS assay for MDR1-selective chemotherapeutics: Primary screen using the parental adenocarcinoma cell KB-3-1. KB-3-1 viability, CellTiter-Glo ATP luminescence, 72 h. Potency, µM (highest dose often 46.1 µM), for inactives: at the top dose activity change, negative = cytotoxic, most hits filed as cytotoxic. hit rate 1.4% among 400,000. AID 1347075, 2019; further: on the % scale 0 is the no-effect control and ±100 the full control effect; nearly all actives have a fitted effect of over 60% in size
#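 KB-3-1 parental drug-naive adenocarcinoma cells in DMEM/10% FBS, incubated 72 h at 37 C with pin-transferred compounds across a concentration series. Viability by CellTiter-Glo luminescence; concentration-response curves fitted after normalization.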
# SW480 rereplic: A quantitative high throughput screen for small molecules that induce DNA re-replication in SW480 colon adenocarcinoma cells | Potency, µM (highest dose often 46.1 µM), for inactives: at the top dose re-replication activation, usual class: activators | AID 624297, 2012 | SW480 DNA re-replication, Hoechst DNA content imaging, 48 h | hit rate 1.8% among 340,000; further: % of control where 0% means no effect; nearly all actives have a fitted effect of over 55% in size
#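 Image-based DNA-content assay: after two days of treatment, nuclei were labelled with the DNA dye Hoechst and imaged, and hits were compounds raising the count of nuclei showing high fluorescence intensity.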
# GLP-1R agonist: qHTS of GLP-1 Receptor Agonists; HEK293 GLP-1R CRE-luciferase, luminescence, 4-6 h; cells express a hypersensitive GLP-1R form; Potency, µM (series often up to 45.6 µM), inactives show at the highest dose activation, actives largely listed as activators; hit rate 0.007% among 380,000; AID 624172, 2012; further: % of control where 0% means no effect
# HEK293 tox: qHTS of GLP-1 Receptor Inverse Agonists: Cytotox Screen; HEK293 cAMP-luciferase reporter cells, luminescence, 24 h; hit rate 0.13% among 410,000; Potency, µM (titrated, usually from 38.3 µM), inactives show at the top dose activity change, negative = inhibition, hits mostly inhibitors;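 further: loss of luciferase light is scored as toxicity; on the % scale 0 is the no-effect control and ±100 the full control effect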
#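 Cells in DMEM/10% Nu serum/1% pen-strep, 1536-well format. Pre-incubated 12 h, dosed with 23 nL compound, incubated a further 24 h. Luciferase detection, 12 min at room temp, luminescence.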
# TDP43 rescue: qHTS of TDP-43 Inhibitors; TDP-43 expressing yeast growth rescue, BacTiter-Glo, 24 h; Potency, µM (top dose mostly 46.1 µM), without a hit: at the top dose growth rescue (activation), actives largely listed as activators; hit rate 1.8% among 410,000; AID 652104, 2013; further: % of control where 0% means no effect; nearly all actives have a fitted effect of over 50% in size
#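 Luminescence from BacTiter-Glo reports growth of TDP-43-expressing yeast after 24 hr at 30 deg C with compound. Cells were raffinose-pregrown to mid-log, then seeded in galactose medium at OD600=0.02.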
# HT1080 IDH1KD tx: qHTS for induction of synthetic lethality in tumor cells producing 2HG: qHTS for the HT-1080-IDH1KD cell line. hit rate 2% among 360,000. Potency, µM (highest dose often 46.1 µM), for the others: top-dose activity, negative = toxicity, most hits filed as cytotoxic. HT-1080 IDH1 knockdown viability, ATP luminescence, 48 h;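 further: 0% = DMSO wells and -100% = cell-free medium wells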
#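 Cytotoxicity counter-line: IDH1KD HT-1080, 48 h, CellTiter-Glo. Curves classed by r2, magnitude and activity.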
# Numbers without * were called inactive; ? = inconclusive; / = no result given; ! = repeats disagree; [ ] = another dose, or the depositor's remark. The call rests on the fitted dose curve; in most records, active means well fitted curve in the direction sought with a large enough effect; inconclusive means small, poorly fitted or top-dose-only effect, or another doubt; inactive means no such curve, though single readings can be large; an effect the other way counts as inactive or inconclusive. Potency means the concentration at half of the fitted maximal effect.
SMILES,KB-V1 MDR tox,GLP1R inv ag,HT1080NT lethal,KB-3-1 cytotox,SW480 rereplic,GLP-1R agonist,HEK293 tox,TDP43 rescue,HT1080 IDH1KD tx
Cc1onc(-c2ccccc2Cl)c1C(=O)Nc1ccc(-n2nncc2-c2ccco2)cc1,-9%,?,-7%,-20%,2%,4%,0%,-14%,?
O=C(/C(=C/c1cccnc1)n1ccnc1)c1ccc(Cl)cc1Cl,-26%,-10%,5%,-7%,5%,-3%,-12%,3%,-8%
CCn1ccc(C(=O)Nc2ccc(S(=O)(=O)Nc3ccccc3OC)cc2)n1,-6%,16%,0%,-4%,-2%,7%,8%,10%,-7%
COc1cc2c(cc1NC(=S)NC(=O)/C=C/c1ccc(OC)c(OC)c1)oc1ccccc12,-1%,26%,8%,10%,7%,12%,-2%,-5%,-12%
COc1ccc(-c2nc(NC(=O)C3CC(=O)N(c4ccc5c(c4)OCCO5)C3)sc2C)cc1 (configuration not stated),?,?,?,13µM*!,4.1µM*,7%,?,-4%,?
O=C(COC(=O)c1ccc(Cl)cc1[N+](=O)[O-])NCc1ccco1,8%,11%,8%,2%,-18%,6%,2%,?,10%
COc1ccc(S(=O)(=O)NCc2ccncc2)cc1NC(=O)c1ccccc1C,-7%,45%[activator],-6%,-18%,?,7%,-6%,-4%,-10%
COC[C@@H]1CCCN1[C@@H]1CS(=O)(=O)N[C@H]1COCc1ccccc1,18%,5%,23%,0%,/,-1%,-3%,24%,16%
Cc1ccc(S(=O)(=O)N2CCN(C(=O)COC(=O)c3c(C)noc3C)CC2)c(C)c1,-5%,-21%,-1%,-17%,0%,6%,3%,-11%,-4%
CC(=O)c1ccc(OCC(=O)N2CCN(S(=O)(=O)c3ccc(C)cc3C)CC2)cc1,?,1%,0%,-2%,-2%,-10%,-4%,?,-10%
Cc1cccc(N2CCN(C(=S)NCCc3ccccc3)CC2)c1C,?,10%,11%,-10%,-20%,-12%,-1%[1.53 µM],19%,14%
N#Cc1ccccc1Sc1ccccc1C(=O)OCC(=O)NC1CCS(=O)(=O)C1 (configuration not stated),-2%,13%,4%,3%,-1%,-2%,-5%,-11%,2%
CN(C)C(=O)c1ccc(NC(=O)CSc2nnc(-c3ccc4c(c3)OCO4)o2)cc1,-22%,8%,-3%,41%,-11%,-18%,12%,?,2%
COc1ccccc1NC(=S)N1CCN(C(=O)c2ccco2)CC1,-25%,9%,0%,-4%,2%,-2%,2%,8%,-5%
CCOC(=O)c1csc(NC(=O)c2ccccc2)n1,3%,-4%,12%,-14%,1%,1%,5%,29%,1%
CC(=O)NCCC(=O)N1CCCC(N(C)CCc2ccccc2)C1 (configuration not stated),4%,4%,-2%,0%,5%,1%,-1%,-9%,-2%
Cc1cc(F)ccc1S(=O)(=O)N1CCCOC1CNC(=O)C(=O)NCc1ccco1 (configuration not stated),-3%,18%,0%,-4%,?,6%,3%,10%,-2%
CCN(CC)S(=O)(=O)c1ccc(NC(=O)[C@@H](NC(=O)c2cc(OC)cc(OC)c2)C(C)C)cc1,-11%,?,-9%,-9%,16%,7%,4%,-3%,18%
Cc1ccc(NC(=O)CN2C(=O)C3(SCC(=O)N3c3cccc(Cl)c3)c3ccccc32)cc1C (configuration not stated),10µM*,?,/,-14%,/,10%,-13%,21%,/
Cc1c(C(=O)N/N=C/c2ccncc2)nnn1-c1nonc1N,18%,26%,17%,13%,-58%[inhibitor],6%,4%,0%,5%
COc1ccccc1CNC(=O)c1ccc2nc3[nH]c4ccccc4c3nc2c1,-26%,-2%,?,?,?,2%,?,-19%,?
Cc1cccnc1C1=NOC(Cc2ccccc2)C(=O)N1Cc1ccccc1F (configuration not stated),?,?,0%,-17%,/,11%,1%,28%,-2%
CCOC(=O)/C=C/c1cnn(-c2ccccc2)c1,-15%,-2%,18%,22%,2%,10%,-4%,13%,10%
COc1ccccc1CNS(=O)(=O)c1cccs1,?,20%,4%,11%,8%,-2%,-1%,0%,6%
CN(c1ccc(C(=O)Nc2cccc([N+](=O)[O-])c2)cc1)S(C)(=O)=O,?,-24%,0%,?,1%,8%,0%,-25%,-2%

# 3 entries out of the list, ordered by heavy-atom count, low to high:
SMILES,KB-V1 MDR tox,GLP1R inv ag,HT1080NT lethal,KB-3-1 cytotox,SW480 rereplic,GLP-1R agonist,HEK293 tox,TDP43 rescue,HT1080 IDH1KD tx
O=C(COC(=O)c1ccc(Cl)cc1[N+](=O)[O-])NCc1ccco1,8%,11%,8%,2%,-18%,6%,2%,?,10%
CN(c1ccc(C(=O)Nc2cccc([N+](=O)[O-])c2)cc1)S(C)(=O)=O,?,-24%,0%,?,1%,8%,0%,-25%,-2%
CN(C)C(=O)c1ccc(NC(=O)CSc2nnc(-c3ccc4c(c3)OCO4)o2)cc1,-22%,8%,-3%,41%,-11%,-18%,12%,?,2%

# Reprinted from the results shown, 2 compounds:
SMILES,KB-V1 MDR tox,GLP1R inv ag,HT1080NT lethal,KB-3-1 cytotox,SW480 rereplic,GLP-1R agonist,HEK293 tox,TDP43 rescue,HT1080 IDH1KD tx
Cc1cc(F)ccc1S(=O)(=O)N1CCCOC1CNC(=O)C(=O)NCc1ccco1 (configuration not stated),-3%,18%,0%,-4%,?,6%,3%,10%,-2%
CCN(CC)S(=O)(=O)c1ccc(NC(=O)[C@@H](NC(=O)c2cc(OC)cc(OC)c2)C(C)C)cc1,-11%,?,-9%,-9%,16%,7%,4%,-3%,18%

# Of the compounds above, five have a furan ring, fused or not:
SMILES,KB-V1 MDR tox,GLP1R inv ag,HT1080NT lethal,KB-3-1 cytotox,SW480 rereplic,GLP-1R agonist,HEK293 tox,TDP43 rescue,HT1080 IDH1KD tx
Cc1onc(-c2ccccc2Cl)c1C(=O)Nc1ccc(-n2nncc2-c2ccco2)cc1,-9%,?,-7%,-20%,2%,4%,0%,-14%,?
COc1cc2c(cc1NC(=S)NC(=O)/C=C/c1ccc(OC)c(OC)c1)oc1ccccc12,-1%,26%,8%,10%,7%,12%,-2%,-5%,-12%
O=C(COC(=O)c1ccc(Cl)cc1[N+](=O)[O-])NCc1ccco1,8%,11%,8%,2%,-18%,6%,2%,?,10%
COc1ccccc1NC(=S)N1CCN(C(=O)c2ccco2)CC1,-25%,9%,0%,-4%,2%,-2%,2%,8%,-5%
Cc1cc(F)ccc1S(=O)(=O)N1CCCOC1CNC(=O)C(=O)NCc1ccco1 (configuration not stated),-3%,18%,0%,-4%,?,6%,3%,10%,-2%

# (listing goes on)
SMILES,KB-V1 MDR tox,GLP1R inv ag,HT1080NT lethal,KB-3-1 cytotox,SW480 rereplic,GLP-1R agonist,HEK293 tox,TDP43 rescue,HT1080 IDH1KD tx
COc1cc(-c2cnc3c(NC(C)=O)cc(-c4ccc(N5CCN(C)CC5)cc4)cn23)cc(OC)c1OC,?,-12%,?,?,/,-7%,1%,23%,?
Clc1ccccc1/C=C/c1ccnc2ccccc12,-13%,?,-3%,-6%,-10%,5%,0%,?,0%
CC(C)CN(C(=O)COC(=O)c1ccccc1Sc1ccccc1C#N)C1CCS(=O)(=O)C1 (configuration not stated),?,-1%,1%,10%,5%,4%,6%,19%,8%
COc1ccc(CCNc2oc(-c3ccco3)nc2C#N)cc1,9%,39%,-3%,1%,0%,5%,2%,-23%,10%[9.24 µM]
CCC(C)c1ccccc1NC(=O)COC(=O)C1=COCCO1 (configuration not stated),?,4%,14%,-19%,-1%,11%,6%,8%,3%
CCN1CCN(C(=S)Nc2sc(C)c(-c3ccccc3)c2C(=O)OC)CC1,-25%,?,-4%,-12%,?,-2%,?,11%,2%
COc1ccc(C(C(=O)NC(C)(C)C)N(C(=O)CNC(=O)c2cccs2)c2ccc(C)cc2)cc1OC (configuration not stated),?,0%,0%,9%,1%,-2%,9%,-16%,-8%
Cc1cc(Cl)ccc1OCC(=O)Nc1cccnc1,4%,0%,1%,-6%,-2%,13%,-5%,-11%,8%
Cc1ccc(C(=O)NCCc2nnc3ccc(SCC(=O)Nc4cc(C)on4)nn23)cc1,16%,3%,-4%,7%,2%,3%,2%,-1%,-10%
Cc1ccsc1CN1CCc2nc(N3CCN(c4ccccc4F)CC3)ncc2C1,17%,-23%,/,10%,/,/,-4%,10%,/
COc1ccc(/C=C(\NC(=O)c2ccc(OC)c(OC)c2)C(=O)NCCc2c[nH]c3ccccc23)cc1,-27%,21%,-8%,29%,-2%,1%,4%,-6%,-12%
Oc1c(C(c2ccco2)N2CCN(C(c3ccccc3)c3ccccc3)CC2)sc2ncnn12 (configuration not stated),4%,?,-28%,?,-15%,4%,-3%,?,-13%
C=CCn1c(CCc2cc(C(C)(C)C)c(O)c(C(C)(C)C)c2)n[nH]c1=S,?,?,?,-18%,15%,7%,11µM*,?,?
NNC(=O)C(Cc1ccc(O)cc1)N1Cc2ccccc2C1=O (configuration not stated),9%,10%,1%,12%,6%,1%,1%,11%,8%
COc1ccc(S(=O)(=O)N2CCCCCC2)cc1NC(=O)c1ccccc1,-23%,-4%,-9%,7%,0%,6%,13%,-5%,-13%
Clc1cccc(Oc2ncccn2)c1,14%,14%,8%,16%,-1%,4%,-11%,-18%[0.397 µM],8%
COC(=O)c1ccc(CNC(=O)COC(=O)CNS(=O)(=O)c2ccc(C)cc2)cc1,8%,24%,-1%,1%,/,-1%,-2%,-9%,-2%
O=C(NCCCN1CCOCC1)c1ccccc1,2%,5%,18%,4%,-3%,3%,-13%,1%,24%
CCN1C(=O)[C@H]2[C@H]3CN=C(SCC(=O)c4ccccc4)N3[C@@](CC)(C(=O)OC)[C@H]2C1=O,0%,14%,-16%,0%,-5%[9.22 µM],-3%,-15%,11%,-18%
